Growth percent in the NCI-60 one-dose screen (48 h, 10 µM unless noted): 100 = growth as untreated, 0 = no growth, -100 = all killed.
KM12: KM12 colon cancer cells; actives 5% (n = 82,000); AID 1794800
HCT-116: HCT-116 colon cancer; actives 7.3% (n = 82,000); AID 1794798
SNB-19: SNB-19 CNS cancer cells; actives 2.5% (n = 81,000); AID 1794751
HT29: HT29 colon cancer | actives 7.4% (n = 81,000) | AID 1794748
SNB-75: SNB-75 CNS cancer | AID 1794750 | actives 5% (n = 79,000)
SF-268: SF-268 CNS cancer cells; actives 3.1% (n = 82,000)
SW-620: SW-620 colon cancer; actives 5.2% (n = 82,000); AID 1794795
HCC-2998: HCC-2998 colon cancer | actives 4.7% (n = 79,000)
HCT-15: HCT-15 colon cancer; actives 5.2% (n = 82,000); AID 1794746
The depositor's hits bear a star; . = no result given; & = joins results of further samples; [ ] = dose if it differs, or a comment. The calls were made as follows: active = growth percent below 10; inactive = the rest.

Abbreviations: A = KM12; B = HCT-116; C = SNB-19; D = HT29; E = SNB-75; F = SF-268; G = SW-620; H = HCC-2998; I = HCT-15
CC(C=O)Cc1ccc(C2CCCCC2)cc1 (stereo not drawn)
  A = 105 | B = 96 | C = 107 | D = 102 | E = 92 | F = 102 | G = 109 | H = 99 | I = 100

O=C(N/N=C1\c2ccccc2-c2cccc(C(=O)O)c21)c1ccc(Br)cc1
  A = 107 | B = 102 | C = 91 | D = 110 | E = 84 | F = 102 | G = 95 | H = 108 | I = 104

CC(C)(C)OC(=O)N1CCc2c(sc3ncnc(N/N=C/c4ccccc4Br)c23)C1
  A = 92 | B = 42 | C = 93 | D = 77 | E = 74 | F = 88 | G = 55 | H = 92 | I = 26

CCC(C)c1c(NC(=O)c2ccccc2)o[nH]c1=O (stereo not drawn)
  A = 102 | B = 89 | C = . | D = 109 | E = 103 | F = 101 | G = 96 | H = 116 | I = 96

CCCCCCCCCCCCCCCC(=O)Nc1ccc(C)cc1
  A = 117 | B = 110 | C = 98 | D = 126 | E = 110 | F = 102 | G = 105 | H = 108 | I = 102

Cc1nn(-c2ccccc2)c(-n2ccnc2)c1/C=N/Nc1nc(-c2ccc(Cl)cc2)cs1
  A = 85 | B = 49 | C = 81 | D = 67 | E = 72 | F = 69 | G = 82 | H = 83 | I = 67

CC(=O)C1CCC2C3CC=C4CC(SC(=N)N)CCC4(C)C3CCC12C (stereo not drawn)
  A = 32 | B = 1.0* | C = 64 | D = 11 | E = 55 | F = 72 | G = -75* | H = -52* | I = 16

COc1cc(/C=N/n2cnc3oc(-c4ccccc4)cc3c2=N)cc(CN2CCOCC2)c1O
  A = 41 | B = 30 | C = 101 | D = 60 | E = . | F = 72 | G = 86 | H = 101 | I = 28

O=C(O)c1ccc(-n2cc(/C=N/Nc3cccc(F)c3)c(-c3ccc(F)cc3F)n2)cc1
  A = 74 | B = 75 | C = 93 | D = 101 | E = 86 | F = 72 | G = 66 | H = 99 | I = 85

CCCC(=O)N(Cc1ccccc1)Cc1ccccc1
  A = 108 | B = 100 | C = 111 | D = 103 | E = 92 | F = 103 | G = 104 | H = 108 | I = 105

Continued (6 carried over from the part before).
Abbreviations: A = KM12; B = HCT-116; C = SNB-19; D = HT29; E = SNB-75; F = SF-268; G = SW-620; H = HCC-2998; I = HCT-15
CCCCCCCCCCCCCCCC(=O)Nc1ccc(C)cc1
  A = 117 | B = 110 | C = 98 | D = 126 | E = 110 | F = 102 | G = 105 | H = 108 | I = 102

Cc1nn(-c2ccccc2)c(-n2ccnc2)c1/C=N/Nc1nc(-c2ccc(Cl)cc2)cs1
  A = 85 | B = 49 | C = 81 | D = 67 | E = 72 | F = 69 | G = 82 | H = 83 | I = 67

CC(=O)C1CCC2C3CC=C4CC(SC(=N)N)CCC4(C)C3CCC12C (stereo not drawn)
  A = 32 | B = 1.0* | C = 64 | D = 11 | E = 55 | F = 72 | G = -75* | H = -52* | I = 16

COc1cc(/C=N/n2cnc3oc(-c4ccccc4)cc3c2=N)cc(CN2CCOCC2)c1O
  A = 41 | B = 30 | C = 101 | D = 60 | E = . | F = 72 | G = 86 | H = 101 | I = 28

O=C(O)c1ccc(-n2cc(/C=N/Nc3cccc(F)c3)c(-c3ccc(F)cc3F)n2)cc1
  A = 74 | B = 75 | C = 93 | D = 101 | E = 86 | F = 72 | G = 66 | H = 99 | I = 85

CCCC(=O)N(Cc1ccccc1)Cc1ccccc1
  A = 108 | B = 100 | C = 111 | D = 103 | E = 92 | F = 103 | G = 104 | H = 108 | I = 105

O=C1/C(=C/c2ccccc2[N+](=O)[O-])C(c2ccccc2)Oc2ccccc21 (stereo not drawn)
  A = 97 | B = 59 | C = 95 | D = 97 | E = 76 | F = 98 | G = 84 | H = 106 | I = 73

COc1cc(C2C=C(c3ccc(C)cc3)Nc3nc(SC)[nH]c(=O)c32)ccc1Oc1ccnc2cc(Cl)ccc12 (stereo not drawn)
  A = 61 | B = 65 | C = 72 | D = 65 | E = . | F = 60 | G = 93 | H = 96 | I = 64

O=C(NC(=O)c1ccc(F)c(Cl)c1)NC1CC1
  A = 101&105 | B = 105&104 | C = 104 | D = 94&96 | E = 122&105 | F = 103 | G = 100&104 | H = 106&96 | I = 75&87

NC(N)=N/N=C/c1ccc([N+](=O)[O-])cc1
  A = 103 | B = 91 | C = 109 | D = 105 | E = 83 | F = 103 | G = 94 | H = 100 | I = 105

O=C(c1ccccc1)c1cccc(C(Br)Br)c1
  A = 75 | B = 66 | C = 84 | D = 64 | E = 74 | F = 95 | G = 66 | H = 94 | I = 73

O=S(=O)(Nc1cc(F)cc(F)c1)c1ccc(-c2cnc(C3CC3)o2)cc1
  A = 19 | B = 19 | C = 30 | D = 4.4* | E = -3.4* | F = 57 | G = 17 | H = 67 | I = 20

c1ccc(CCc2ccccn2)cc1
  A = 110 | B = 100 | C = 100 | D = 109 | E = 101 | F = 107 | G = 121 | H = 104 | I = 99

Oc1ccc(F)c(Nc2nc(SCCN3CCOCC3)nc3c2cnn3CC(Cl)c2ccc(Br)cc2)c1 (stereo not drawn)
  A = 11 | B = 15 | C = 46 | D = 8.1* | E = 15 | F = 24 | G = 29 | H = 16 | I = 1.1*

O=C(CSc1nc(-c2ccccc2)cc(=O)[nH]1)Nc1nc(-c2ccccc2)cs1
  A = 95 | B = 90 | C = 105 | D = 99 | E = 86 | F = 94 | G = 107 | H = 111 | I = 90

COc1ccc(-c2nc(SC(C)C)nc(Nc3ccc(/C(C)=N\NC(N)=S)cc3)c2C#N)cc1
  A = 100 | B = 112 | C = 106 | D = 95 | E = 127 | F = 105 | G = 115 | H = 117 | I = 99

(listing goes on)
Abbreviations: A = KM12; B = HCT-116; C = SNB-19; D = HT29; E = SNB-75; F = SF-268; G = SW-620; H = HCC-2998; I = HCT-15
Cn1cccc1/C=C1/SC(=S)N(CCc2ccc(O)cc2)C1=O
  A = 41 | B = 21 | C = 47 | D = 95 | E = 41 | F = 74 | G = 32 | H = 77 | I = 23

COc1ccc([C@@H](C(=O)O)[C@@H](C(=O)O)c2ccc(OC)cc2)cc1
  A = 102 | B = 99 | C = 111 | D = 95 | E = 84 | F = 100 | G = 96 | H = 96 | I = 101

CCOC(=O)c1cnnn1-c1cc(=O)n(CC)c2ccccc12
  A = 103 | B = 113 | C = 108 | D = 106 | E = 96 | F = 105 | G = 101 | H = 114 | I = 105

COc1ccc(-n2ncn(Cc3cc(=O)oc4c3ccc3ccccc34)c2=O)cc1
  A = 96 | B = 95 | C = 89 | D = 106 | E = 92 | F = 95 | G = 95 | H = 103 | I = 99

OCCC(N1CCOCC1)C(O)(c1ccccc1)c1ccccc1 (stereo not drawn)
  A = 105&102 | B = 102&97 | C = 95 | D = 102&97 | E = 94&93 | F = 95&104 | G = 99&99 | H = 122&121 | I = 106&90

c1nc(N2CCOCC2)c2[nH]ccc2n1
  A = 115 | B = 103 | C = 107 | D = 96 | E = 98 | F = 102 | G = 111 | H = 110 | I = 105

CCCN(CCC)OS(=O)c1ccc(COCOc2ccc(OS(=O)N(CCC)CCC)cc2)cc1 (stereo not drawn)
  A = 93 | B = 88 | C = 98 | D = 94 | E = 96 | F = 94 | G = 100 | H = 101 | I = 92

COc1ncnc2c1ncn2C/C=C/CCl
  A = 106 | B = 97 | C = 101 | D = 94 | E = 111 | F = 93 | G = 91 | H = 90 | I = 94

COc1ccc(CSc2nc3ccc(C)cc3c(=O)n2Cc2ccccc2)cc1
  A = 112 | B = 107 | C = 92 | D = 118 | E = 74 | F = 100 | G = 107 | H = 121 | I = 107

CCN(Cc1cccc(S(=O)(=O)O)c1)c1ccc(C(=C2C=CC(=[N+](CC)Cc3cccc(S(=O)(=O)O)c3)C=C2)c2ccccc2)cc1
  A = 106&107 | B = 103&103 | C = 110&96 | D = 110&107 | E = 81&93 | F = 108&115 | G = 108&104 | H = 106&110 | I = 107&104

Next structures follow.
Abbreviations: A = KM12; B = HCT-116; C = SNB-19; D = HT29; E = SNB-75; F = SF-268; G = SW-620; H = HCC-2998; I = HCT-15
C=CCOC(CCl)CCl
  A = 105 | B = 97 | C = 104 | D = 105 | E = 92 | F = 105 | G = 106 | H = 109 | I = 103

CCOC(=O)c1cc(=O)[nH]c(=S)[nH]1
  A = 102 | B = 100 | C = 109 | D = 78 | E = 95 | F = 102 | G = 111 | H = 99 | I = 104

Cc1nn(-c2ccccc2)c(Cl)c1/C=C1\N=C(c2ccccc2)N(C(=O)c2cc([N+](=O)[O-])cc([N+](=O)[O-])c2)NC1=O
  A = 105 | B = 97 | C = 97 | D = 111 | E = 72 | F = 92 | G = 111 | H = 96 | I = 93

COc1cc2cc(CNc3ccc(Nc4nccc(-c5ccc(Cl)cc5)n4)cc3)c(=O)[nH]c2cc1OC
  A = 100 | B = 88 | C = 98 | D = 72 | E = 90 | F = 86 | G = 97 | H = 100 | I = 87

O=C1CN(/C=C(\c2ccccc2)S(=O)Cc2ccccc2)C(=S)N1 (stereo not drawn)
  A = 107 | B = 95 | C = 115 | D = 104 | E = 97 | F = 102 | G = 103 | H = 109 | I = 102

C=CCN(CC=C)C(=O)Nc1cccc(C)c1
  A = 111 | B = 101 | C = 91 | D = 109 | E = 97 | F = 108 | G = 101 | H = 107 | I = 100

Oc1ccc(-c2nc3ccccc3s2)c(O)c1
  A = 93 | B = 98 | C = 95 | D = 112 | E = 86 | F = 89 | G = 126 | H = 125 | I = 100

COC(=O)C1(CC(=O)c2c(C)[nH]c3ccccc23)NC(=S)NC(=O)C1C#N (stereo not drawn)
  A = 109 | B = 112 | C = 101 | D = 111 | E = 86 | F = 115 | G = 130 | H = 122 | I = 103

COCCCNC(=O)c1nnn2c1nc(N)c1cc(Cl)ccc12
  A = 50 | B = 78 | C = 102 | D = 73 | E = 71 | F = 94 | G = 81 | H = 89 | I = 86

CCCNc1nc2ccccc2c2c(=O)c3c(Cl)cccc3sc12
  A = 92 | B = 78 | C = 112 | D = 72 | E = 91 | F = 95 | G = 88 | H = 105 | I = 82

Next compounds:
Abbreviations: A = KM12; B = HCT-116; C = SNB-19; D = HT29; E = SNB-75; F = SF-268; G = SW-620; H = HCC-2998; I = HCT-15
COC(=O)c1cc(C)cc(O)c1C
  A = 114 | B = 100 | C = . | D = 111 | E = 82 | F = 110 | G = 113 | H = 99 | I = 111

CN1CCN(Cc2ccc(NC(=O)c3cncc(C#Cc4cnc5ccc(NCCCO)nn45)c3)cc2C(F)(F)F)CC1
  A = -12* | B = -84* | C = -0.6* | D = -2.4* | E = -71* | F = -44* | G = -35* | H = -10.0* | I = 1.9*

Nc1ccc(S(=O)(=O)O)c2cccc(O)c12
  A = 96&115 | B = 97&98 | C = 104&92 | D = 114&108 | E = 99&98 | F = 111&108 | G = 99&109 | H = 102&95 | I = 109&103

O=C(O)c1cc(-c2cccc3ccccc23)nc2ccccc12
  A = 105 | B = 110 | C = 104 | D = 111 | E = 93 | F = 102 | G = 102 | H = 103 | I = 103

COc1cc(-c2ccc(-c3ccc(C(=N)N)cn3)o2)cc(OC)c1OC
  A = 107 | B = 104 | C = 99 | D = 105 | E = 95 | F = 99 | G = 100 | H = 112 | I = 106

NNc1cccc([N+](=O)[O-])c1
  A = 52 | B = 70 | C = 107 | D = 100 | E = . | F = 73 | G = 63 | H = 110 | I = 101

CC(c1ccccc1)N(C)C (stereo not drawn)
  A = 101 | B = 94 | C = 100 | D = 88 | E = 59 | F = 108 | G = 117 | H = 113 | I = 109

COc1cc(C2=NN(C=O)C(c3cn(Cc4ccc(Cl)cc4)c4ccccc34)C2)cc(OC)c1OC (stereo not drawn)
  A = 98 | B = 100 | C = 80 | D = 86 | E = 80 | F = 71 | G = 94 | H = 98 | I = 81

Cc1ccc(/C=C/c2nn3c(-c4ccco4)nnc3s2)cc1C
  A = 110 | B = 109 | C = 95 | D = 109 | E = 96 | F = 108 | G = 98 | H = 108 | I = 96

Cc1ccc(C(=O)NCCCNc2nccc(-c3c(-c4cccc(F)c4)nc4sccn34)n2)cc1
  A = 86 | B = 55 | C = 95 | D = 48 | E = 41 | F = 74 | G = 117 | H = 70 | I = 45

(further entries)
Abbreviations: A = KM12; B = HCT-116; C = SNB-19; D = HT29; E = SNB-75; F = SF-268; G = SW-620; H = HCC-2998; I = HCT-15
O=C(/C=C/c1ccccc1)c1ccc(-n2cc(CN3CCN(c4cc5c(cc4F)c(=O)c(C(=O)O)cn5C4CC4)CC3)nn2)cc1
  A = 74 | B = 7.0* | C = 72 | D = 79 | E = 72 | F = 70 | G = 84 | H = 88 | I = 92

OC1CC2c3ccccc3C1c1cccc[n+]12 (stereo not drawn)
  A = 110 | B = 99 | C = 109 | D = 94 | E = 101 | F = 108 | G = 106 | H = 113 | I = 99

CC(=O)N(C)c1ccc(N=Nc2ccc3ncccc3c2)cc1
  A = 105 | B = . | C = 110 | D = 99 | E = 102 | F = 108 | G = 114 | H = 98 | I = 96

CCCCN(CCCC)CC(O)CN(CC)CC (stereo not drawn)
  A = 108 | B = 97 | C = 105 | D = 88 | E = 87 | F = 106 | G = 99 | H = 102 | I = 104

CCCCCC(O)(CCCC)CCCCC
  A = 104 | B = 97 | C = 97 | D = 95 | E = 112 | F = 104 | G = 102 | H = 113 | I = 98

Fc1cccc(Cl)c1/C=N/Nc1nc(N/N=C/c2c(F)cccc2Cl)nc(N2CCOCC2)n1
  A = 81 | B = 84 | C = 87 | D = 69 | E = 90 | F = 89 | G = 90 | H = 95 | I = 78

CC1(C)CC[C@]2(C(N)=O)CC[C@]3(C)C(=CC[C@@H]4[C@@]5(C)C/C(=C/c6ccncc6)C(=O)C(C)(C)[C@@H]5CC[C@]43C)[C@@H]2C1
  A = -52*[100 µM] | B = -23*[100 µM] | C = -84*[100 µM] | D = -65*[100 µM] | E = -86*[100 µM] | F = -37*[100 µM] | G = -32*[100 µM] | H = -50*[100 µM] | I = -50*[100 µM]

COc1cc(CNC(=O)CCCC/C=C/C(C)C)ccc1OCc1cn(-c2ccc(C#N)cc2)nn1
  A = 91 | B = 15 | C = 82 | D = 96 | E = 94 | F = 91 | G = 98 | H = 95 | I = 83

Screening data deposited in PubChem BioAssay by NCI.
